Ba/F3 V617F tox: reduced viability of JAK2V617F-dependent Ba/F3 cells, primary screen, JAK2V617F inhibitor project, cell-based, Ba/F3 EpoR-JAK2V617F, luminescence | ATP luminescence | inhibition, % at 5.6 µM | 220,000 tested, 1.1% active;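 active means inhibition above the campaign mean plus 3 SD over all tested compounds, cut at about 24% in these data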;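 further: cytokine-independent growth of Ba/F3 cells driven by EpoR plus mutant JAK2; 0% = DMSO-treated cells and 100% = JAK inhibitor I control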
PPC-1+TRAIL kill: compounds killing PPC-1 cancer cells with TRAIL present, primary screen, TRAIL potentiator project, ATPLite luminescence, uHTS; PPC-1 cells + TRAIL, ATPLite viability luminescence; cell killing (% activity), % at 4 µM; 220,000 tested, 0.41% active; AID 1443, 2008;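 active means cell killing above 50% in the first pass at 4 µM, then a duplicate retest at 5 µM averaging 50% or more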;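 further: plate controls were cells with TRAIL plus DMSO for no effect and medium-only wells lacking cells for full effect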
TNF necrop inh: inhibitors of TNF-alpha triggered necroptosis, primary screen, cell-based, Jurkat FADD-/-, single concentration; activation (protection from cell death), % at 10 µM; Jurkat FADD-/- TNF necroptosis rescue, ATP luminescence, 24 h; 0 = TNF only, 100 = no-TNF cells; 220,000 tested, 0.068% active;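 active means activation, meaning protection from cell death, of at least 50% relative to plate controls; inactive means activation below 50%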;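 further: necroptosis triggered by 40 ng/mL TNF-alpha added together with compound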
CHOP inhibitor: inhibitors of CHOP promoter induction, primary screen, cell-based, unfolded protein response, luciferase reporter; CHO-K1 CHOP-promoter luciferase, tunicamycin-induced, 15-18 h; inhibition, % at 10 µM; 220,000 tested, 3.8% active; AID 2732, 2010;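 active means compounds that reduced the stress-induced luciferase reporter signal by more than about 70% of percent inhibition, limit read from the data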;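 further: 0% = tunicamycin plus vehicle and 100% = wells without tunicamycin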
RBBP9 inhibitor: human RBBP9 inhibitors, primary screen, biochemical, fluorescence polarization, FP-Rh probe, HTS. Serine hydrolase RBBP9 (Homo sapiens), O75884. recombinant RBBP9. inhibition, % at 7.94 µM. 220,000 tested, 0.2% active;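 active means inhibition above the campaign mean of all tested compounds plus 3 SD, cut at about 14% in these data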;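 further: plate controls were DMSO wells with RBBP9 for no effect and wells lacking RBBP9 protein for full effect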
Target sequence (O75884 whole entry, looked up): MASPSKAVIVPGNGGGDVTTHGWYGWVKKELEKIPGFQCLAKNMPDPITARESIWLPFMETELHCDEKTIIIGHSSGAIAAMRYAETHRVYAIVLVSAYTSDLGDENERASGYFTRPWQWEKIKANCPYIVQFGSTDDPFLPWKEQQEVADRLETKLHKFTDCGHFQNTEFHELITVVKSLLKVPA
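Material: RBBP9 protein. Amount: RBBP9 at 2.5 µM in dispensed solution, before mixing. Schedule: 30 min then 45 min, 25 °C. Medium: Tris buffer pH 8.0, NaCl, Pluronic. Measured by: fluorescence polarization. Measure: percent inhibition from mP, scaled between DMSO and no-protein wells. Replication: one well per compound.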
zfTRPN1 agonist: zebrafish TRPN1 channel agonists, primary screen, cell-based, HEK293, calcium fluorescence. HEK293 zebrafish TRPN1-YFP, Fluo-8 calcium fluorescence; 100% = response to 87 µM carbachol. activation, % at 3 µM. 220,000 tested, 0.18% active;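 active means activation above its plate's cutoff, the mean activation of test wells on that plate plus 3 SD, cut at about 19% in these data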;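 further: 0% = DMSO alone and 100% = 87 µM carbachol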
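Control set: carbachol 87 µM as high control, DMSO as low control; system: HEK293 stable line with zebrafish TRPN1-YFP; read-out: % activation versus carbachol response; detection: intracellular calcium fluorescence with Fluo-8; doses: single test compound dose, 3 µM nominal, 0.3% DMSO; schedule: dye 1 h 37 °C plus 30 min RT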
Wee1 degr inh: Wee1 degradation inhibitors, primary screen, cell-based, HeLa, Wee1K328M-luciferase, luminescence; reporter increase, % at 5 µM; HeLa Luc-Wee1K328M stability; 100% = proteasome inhibitor MG132 effect; 220,000 tested, 1.2% active;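 active means activation above the mean of all tested compounds plus 3 SD, set per screening run, cut at about 8.8% in these data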;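 further: cells exposed to compound for 20 h before luminescence read; 0% = DMSO alone and 100% = MG132 at 30 µM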
BaF3 parental: parental Ba/F3 cell viability inhibition, counter-screen for JAK2V617F inhibitor project, murine pro-B, CellTiter-Glo luminescence. CellTiter-Glo ATP luminescence. inhibition, % at 5.6 µM. 220,000 tested, 1.1% active. AID 1486, 2009;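 active means inhibition above a per-campaign cutoff, the mean inhibition of all tested compounds plus 3 SD, cut at about 27% in these data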;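 further: 0% = DMSO wells and 100% = JAK Inhibitor I control wells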
TRPML3 agonist: human TRPML3 channel agonists, primary screen, cell-based, HEK293 TRPML3-YFP, Fluo-8 calcium fluorescence, 3 µM. AID 1448, 2008. 220,000 tested, 0.29% active. 100% = the carbachol control signal. activation, % at 3 µM. Mucolipin-3 (Homo sapiens), Q8TDD5;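 active means activation above its plate's cutoff, the mean activation of the plate's test wells plus 3 SD, cut at about 12% in these data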;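 further: 0% = DMSO only wells and 100% = carbachol wells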
Target sequence (Q8TDD5 whole entry, looked up): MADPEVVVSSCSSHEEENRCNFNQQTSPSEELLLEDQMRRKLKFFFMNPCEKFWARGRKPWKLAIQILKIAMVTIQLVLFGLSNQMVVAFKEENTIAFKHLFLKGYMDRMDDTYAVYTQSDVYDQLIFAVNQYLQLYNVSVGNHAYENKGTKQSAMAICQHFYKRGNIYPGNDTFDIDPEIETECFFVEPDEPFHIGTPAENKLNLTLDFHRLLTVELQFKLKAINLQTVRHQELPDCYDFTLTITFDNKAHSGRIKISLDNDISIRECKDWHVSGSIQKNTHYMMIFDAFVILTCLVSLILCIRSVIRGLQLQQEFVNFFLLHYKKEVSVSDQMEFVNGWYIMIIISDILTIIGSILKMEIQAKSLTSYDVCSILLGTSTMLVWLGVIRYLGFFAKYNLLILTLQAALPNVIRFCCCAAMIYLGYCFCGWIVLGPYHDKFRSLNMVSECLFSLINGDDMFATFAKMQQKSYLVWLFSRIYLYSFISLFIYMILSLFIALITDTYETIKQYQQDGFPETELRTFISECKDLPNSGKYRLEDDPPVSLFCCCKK
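Material: TRPML3-YFP stable HEK293 cells | Dosing: One concentration, 3 µM nominal, 0.3% DMSO | Timing: 125 s total fluorescence read per well | Technique: Fluo-8 calcium dye fluorescence, ex 470-495, em 515-575 nm | Measure: Percent activation from peak-to-basal fluorescence ratio, scaled between DMSO and carbachol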
Active calls of the source: *; x = no result given; & = joins results of further samples. These rows are one share of the data; count on the stated rates, not on these rows.

Abbreviations: A = Ba/F3 V617F tox; B = PPC-1+TRAIL kill; C = TNF necrop inh; D = CHOP inhibitor; E = RBBP9 inhibitor; F = zfTRPN1 agonist; G = Wee1 degr inh; H = BaF3 parental; I = TRPML3 agonist
CCC(NC(C)C)C(O)c1ccc(O)c2[nH]c(=O)ccc12 (configuration not stated)
  A = -2.5 | B = 8.0 | C = 0.5 | D = 3.8 | E = -3.8 | F = 0.8 | G = 1.8 | H = 6.0 | I = 1.2
O=C(O)CCC(=O)c1ccc(-c2ccccc2)cc1
  A = -0.8 | B = 2.4 | C = 1.0 | D = 25.8 | E = -8.9 | F = 1.2 | G = 0.4 | H = 4.7 | I = 1.0
C/C=C(/C)C(=O)OC(C)(C)[C@@H]1Cc2c(ccc3ccc(=O)oc23)O1
  A = -2.8 | B = 7.1 | C = 1.1 | D = 31.2 | E = -8.5 | F = -1.6 | G = -1.9 | H = 2.1 | I = -0.1
CN1CCCN=C1COC(=O)C(O)(c1ccccc1)C1CCCCC1 (configuration not stated)
  A = -2.8 | B = 14.4 | C = 2.4 | D = 10.4 | E = -5.9 | F = -0.3 | G = -4.3 | H = 1.6 | I = 0.5
CN(C)CCCC1(c2ccc(F)cc2)OCc2cc(C#N)ccc21 (configuration not stated)
  A = -0.9&-2.5 | B = 7.5&6.5 | C = 2.4 | D = 13.6&4.3&-15.5 | E = -2.5&-1.9 | F = 1.0&-0.1 | G = -3.8&-1.6 | H = 5.5&-4.2 | I = 1.2&2.3
C/C=C/C(=O)N(CC)c1ccccc1C
  A = -0.1 | B = 12.4 | C = x | D = 1.2 | E = 6.1 | F = 1.2 | G = 3.2 | H = -3.0 | I = 0.9
CC(C)=CCOc1c2ccoc2cc2oc(=O)ccc12
  A = -0.6 | B = 3.0 | C = 0.8 | D = 20.1 | E = -12.2 | F = -1.0 | G = 3.5 | H = 3.2 | I = -0.6
C1COC(NC(C2CC2)C2CC2)=N1
  A = -4.0 | B = 19.2 | C = -6.2 | D = -4.7&-5.6 | E = -4.5 | F = 2.5 | G = 1.4 | H = 5.2 | I = 0.6
Cc1ccc(N(CC2=NCCN2)c2cccc(O)c2)cc1
  A = 4.2&-8.1&-5.5 | B = 6.3&6.1 | C = -13.1&2.6&3.2 | D = -1.0&-0.1&6.9&-5.2 | E = -11.9&6.8&-14.2 | F = 1.2&-1.2&0.7 | G = 3.3&0.4&-1.6 | H = -0.4&2.8&-0.8 | I = 0.5&-0.8&-0.2
CCn1cc(C(=O)O)c(=O)c2cnc(N3CCNCC3)nc21
  A = -3.8 | B = 16.1 | C = 2.0 | D = 29.3 | E = -6.8 | F = 0.0 | G = -0.6 | H = 0.4 | I = 1.2
CC(=O)Nc1ccc(CC(=O)O)cc1
  A = -1.0 | B = 26.9 | C = x | D = 2.3 | E = -4.8 | F = 0.4 | G = 1.7 | H = -3.5 | I = 0.9
O=c1oc2c(O)c(O)cc3c(=O)oc4c(O)c(O)cc1c4c23
  A = 1.6 | B = 17.1 | C = 0.7 | D = 26.5 | E = -6.2 | F = -0.2 | G = 1.3 | H = 4.4 | I = 0.5
Cc1cccc2c1NC(=O)C2(c1ccc(O)cc1)c1ccc(O)cc1
  A = -3.0 | B = 42.6 | C = -9.5 | D = 20.7 | E = -6.3 | F = -0.1 | G = -2.3 | H = 2.2 | I = 0.4
CCCCNc1ccc(C(=O)OCCN(C)C)cc1
  A = -1.3 | B = 7.7 | C = 2.8 | D = -0.8&26.8 | E = 8.6 | F = 0.6 | G = -0.8 | H = 4.7 | I = 1.7
O=C(O)c1cccnc1Nc1cccc(C(F)(F)F)c1
  A = -0.9 | B = 7.0 | C = 2.6 | D = 13.9&30.9 | E = -7.0 | F = 0.4 | G = 0.5 | H = 6.1 | I = 0.4
N#Cc1ccc(C(c2ccc(C#N)cc2)n2cncn2)cc1
  A = 3.0 | B = 7.9 | C = x | D = 0.4 | E = -7.6 | F = 3.0 | G = -3.6 | H = -10.0 | I = 0.4
CC1Cc2ccccc2N1NC(=O)c1ccc(Cl)c(S(N)(=O)=O)c1 (configuration not stated)
  A = -0.1 | B = 9.4 | C = -0.2 | D = 16.7 | E = -7.7 | F = 0.4 | G = 0.9 | H = 5.5 | I = 0.9
CC(=O)CCCCn1c(=O)c2c(ncn2C)n(C)c1=O
  A = 0.9&-2.8 | B = 0.7&7.2 | C = -2.5 | D = 8.1&3.9&-2.0 | E = -3.2&1.3 | F = 0.5&0.7 | G = 0.6&-4.7 | H = 5.9&-7.8 | I = 1.1&0.6
COc1ccc(C2CNC(=O)C2)cc1OC1CCCC1 (configuration not stated)
  A = 0.1&-0.5&-8.2 | B = 11.9&26.1 | C = -1.3 | D = 5.9&8.0&7.6&-1.6 | E = -3.0&-8.8&6.8 | F = 0.8&0.7&-0.6 | G = -3.0&8.6&-3.1 | H = 7.6&-2.8&-3.3 | I = 1.2&0.5&-1.0
C=CC[n+]1ccc(/C=C2\C=Cc3cc(C)ccc3N2CC)c2ccccc21
  A = 99.8* | B = x | C = -11.0 | D = 74.6* | E = 1.0 | F = 1.3 | G = -3.5 | H = 84.6* | I = 0.3
CCCCCC(=O)O[C@]1(C(C)=O)CC[C@H]2[C@@H]3CCC4=CC(=O)CC[C@]4(C)[C@H]3CC[C@@]21C
  A = -1.9 | B = 11.5 | C = 0.1 | D = 57.7 | E = 4.6 | F = -3.1 | G = -0.4 | H = -0.3 | I = -0.1
CCCc1nc(C(C)(C)O)c(C(=O)O)n1Cc1ccc(-c2ccccc2-c2nn[nH]n2)cc1
  A = -2.6 | B = 5.1 | C = x | D = 10.4 | E = -3.7 | F = 0.8 | G = 6.9 | H = -5.4 | I = 2.2
COc1ccc(C[C@H]2COC(=O)[C@@H]2Cc2ccc(OC3OC(CO)C(O)C(O)C3O)c(OC)c2)cc1OC (some centres not stated)
  A = 22.8 | B = 16.4 | C = 1.0 | D = 11.2 | E = -6.3 | F = 1.1 | G = -3.3 | H = 41.4* | I = 0.2
Cc1cncn1CCc1nc2c3ccccc3nc(SCC(=O)Nc3cccc(Cl)c3)n2n1
  A = 2.6 | B = 16.3 | C = 5.1 | D = 31.5 | E = -11.8 | F = 0.2 | G = -1.4 | H = 12.7 | I = 0.0

Single records, as listed above. Order of screens: Ba/F3 V617F tox, PPC-1+TRAIL kill, TNF necrop inh, CHOP inhibitor, RBBP9 inhibitor, zfTRPN1 agonist, Wee1 degr inh, BaF3 parental, TRPML3 agonist
Entry for C=CC[n+]1ccc(/C=C2\C=Cc3cc(C)ccc3N2CC)c2ccccc21 → 99.8*, x, -11.0, 74.6*, 1.0, 1.3, -3.5, 84.6*, 0.3
Entry for CN(C)CCCC1(c2ccc(F)cc2)OCc2cc(C#N)ccc21 (configuration not stated) → -0.9&-2.5, 7.5&6.5, 2.4, 13.6&4.3&-15.5, -2.5&-1.9, 1.0&-0.1, -3.8&-1.6, 5.5&-4.2, 1.2&2.3
Entry for CC(=O)CCCCn1c(=O)c2c(ncn2C)n(C)c1=O → 0.9&-2.8, 0.7&7.2, -2.5, 8.1&3.9&-2.0, -3.2&1.3, 0.5&0.7, 0.6&-4.7, 5.9&-7.8, 1.1&0.6
Entry for Cc1cncn1CCc1nc2c3ccccc3nc(SCC(=O)Nc3cccc(Cl)c3)n2n1 → 2.6, 16.3, 5.1, 31.5, -11.8, 0.2, -1.4, 12.7, 0.0
Entry for CCCCCC(=O)O[C@]1(C(C)=O)CC[C@H]2[C@@H]3CCC4=CC(=O)CC[C@]4(C)[C@H]3CC[C@@]21C → -1.9, 11.5, 0.1, 57.7, 4.6, -3.1, -0.4, -0.3, -0.1

Copied from the list:
C/C=C(/C)C(=O)OC(C)(C)[C@@H]1Cc2c(ccc3ccc(=O)oc23)O1 @ BaF3 parental = 2.1
COc1ccc(C2CNC(=O)C2)cc1OC1CCCC1 (configuration not stated) @ CHOP inhibitor = 5.9&8.0&7.6&-1.6
COc1ccc(C[C@H]2COC(=O)[C@@H]2Cc2ccc(OC3OC(CO)C(O)C(O)C3O)c(OC)c2)cc1OC (some centres not stated) @ RBBP9 inhibitor = -6.3

2 records picked at random from the list so far:
Abbreviations: A = Ba/F3 V617F tox; B = PPC-1+TRAIL kill; C = TNF necrop inh; D = CHOP inhibitor; E = RBBP9 inhibitor; F = zfTRPN1 agonist; G = Wee1 degr inh; H = BaF3 parental; I = TRPML3 agonist
Cc1ccc(N(CC2=NCCN2)c2cccc(O)c2)cc1
  A = 4.2&-8.1&-5.5 | B = 6.3&6.1 | C = -13.1&2.6&3.2 | D = -1.0&-0.1&6.9&-5.2 | E = -11.9&6.8&-14.2 | F = 1.2&-1.2&0.7 | G = 3.3&0.4&-1.6 | H = -0.4&2.8&-0.8 | I = 0.5&-0.8&-0.2
CC(C)=CCOc1c2ccoc2cc2oc(=O)ccc12
  A = -0.6 | B = 3.0 | C = 0.8 | D = 20.1 | E = -12.2 | F = -1.0 | G = 3.5 | H = 3.2 | I = -0.6
